Compound activity: PubChem BioAssay, several laboratories
Dynein transport: dynein cargo transport inhibition. 3617.4 mouse cells, GR-EGFP nuclear translocation imaging; test concentration mostly 20 µM; stimulated with dexamethasone, 1 µM; active compounds read low. actives 0.47% (n = 220,000). z-score, hits read low. AID 1381;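 active = plate z-score of nuclear minus cytoplasmic receptor signal below a set negative limit, without overly bright fluorescence or cell loss, cut at about -3.5 in these data, passing the limit was not always enough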;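 note: z-score of nuclear minus cytoplasmic ring GR-EGFP intensity difference per well; some compounds called inactive have numbers as strong as hits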
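medium = tetracycline-free induction medium containing charcoal-stripped FBS | probe or stimulus = dexamethasone, 1.0 µM final | timing = 48 h induction, then 1 h compound, then 30 min agonist, 37 °C | detection = automated 10x imaging of fixed Hoechst-stained cells | read-out basis = nuclear versus cytoplasmic GR-EGFP signal, averaged per well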
TNAP activation fold: stimulation of alkaline phosphatase TNAP activity – biochemical, luminescent, no phosphate acceptor, uHTS, primary screen (AID 1001). purified TNAP, luminescent activation assay, no phosphate acceptor; higher activation fold means a stronger effect. activation fold at 20 µM, or EC50 in µM where a hit was titrated. actives 0.03% (n = 200,000); in the data active = activation fold from about 3, or a potency from the dose series; inactive = the rest, 99 in 100 with activation fold below about 1.6; note: many of its hits are not listed in these tables
Hep lipid drop: hepatic lipid droplet formation modulation; AML12 mouse hepatocytes, oleate lipid droplets, BODIPY imaging; AID 1656; actives 0.4% (n = 240,000); inhibition, % at 6.5 µM;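 active = lipid droplet intensity inhibited by at least 50%, with more than 500 cells counted; inconclusive = wells with under 300 cells, treated as cytotoxic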
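Test system: AML12 hepatocytes (mouse); reagent: oleate loading, 100 µM; dosing: one dose, 6.5 µM compound; incubation: overnight exposure; signal: fluorescence imaging, 20x objective, two fields per well; read-out basis: % inhibition of corrected integrated BODIPY droplet signal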
MT stabilize HCS: stabilizes microtubules in HeLa cells; % tubulin-high responders, % at 10 µM; AID 2205; actives 0.83% (n = 200,000); HeLa tubulin immunostaining HCS, 24 h; share of cells brighter than vehicle mean+2SD;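 active = plate Z-score above 3 for both tubulin-high and condensed-nucleus cell shares, with cell loss under 80%, at 10 µM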;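 note: anti alpha tubulin signal scored within the nucleus-defined area of each cell; some results filed as inactive read as strong as hits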
Ins promoter up: MIN6 insulin promoter up-regulation; z-score at 5 µM; MIN6 insulin promoter-GFP reporter, high-content imaging; active compounds read high; actives 0.3% (n = 190,000); AID 1625;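 active = z-score above 3 at 5 µM with at least 500 cells counted in the well; inconclusive = wells under 500 cells, flagged as cytotoxic or low count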
T cell modulator: T cell immune modulators affecting CD8 T cell-vesicle binding; 2C CD8+ T cell-vesicle binding, flow cytometry; active compounds read low; calls only at 7 µM; actives 0.068% (n = 330,000); AID 2052;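 active = response, share of CD8 T cells binding vesicles, and their 90th percentile fluorescence all below set limits, cut at about 80% in these data, passing the limit was not always enough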
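System: murine 2C transgenic CD8+ T lymphocytes; also added: QL9-loaded Drosophila micro-vesicles; times: binding 1.5 h at 37 °C; measured by: flow cytometry, PE anti-B7-1 (FL2) versus Alexa647 anti-CD8 (FL8), PFA-fixed; control set: Peptide-free naked vesicles (low) and QL9 vesicles with 0.7% DMSO vehicle (high)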
b-catenin transl: beta-catenin nuclear translocation modulation; actives 0.3% (n = 190,000); HeLa beta-catenin nuclear translocation, immunofluorescence imaging; nuclear translocation activity, % at 5 µM; AID 1665;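 active = nuclear translocation activity above 50% at 5 µM, with a well cell count of 50 or more; inconclusive = wells under 50 cells across six images, flagged as toxic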;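 note: per-cell ratio of nuclear to cytoplasmic median beta-catenin stain intensity; plate controls were DMSO negative control for no effect and GSK-3 inhibitor IX positive control for full effect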
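Test system: HeLa cells, endogenous beta-catenin; Compound: single 5 µM dose plus 0.02–20 µM confirmation series; Times: compound exposure 24 h at 37°C; Signal: fluorescence imaging of beta-catenin antibody stain plus DAPI; Read-out: % activation, nuclear-to-cytoplasmic median beta-catenin signal ratio per cell.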
Myeloid diff 2: promotes myeloid progenitor differentiation. ER-HoxA9 myeloid progenitors, lysozyme-GFP differentiation, flow cytometry. calls only at 10 µM. actives 1% (n = 360,000). AID 624256;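 active = normalized GFP-positive differentiation at or above the plate's own cutoff, the solvent-only control mean plus 3 SD; inconclusive = no clear call, values can overlap the other calls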;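 note: cells exposed to compound for four days before flow analysis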
PMI inhibitors: inhibitors of human PMI, primary screen, biochemical, fluorescence intensity, coupled assay (AID 1209). purified PMI enzyme, coupled fluorescence intensity; higher % means a stronger effect. inhibition, % at 20 µM, or IC50 in µM where a hit was titrated. actives 0.42% (n = 190,000); in the data active = inhibition above about 50%;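 note: plate controls were DMSO vehicle for no effect and wells lacking substrate for full effect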
Dynein transport cytoplasmic EGFP: further read-out of Dynein transport, marked with its call; z-score; measured here: cytoplasmic GR-EGFP intensity; active compounds read high
Dynein transport nuclear GR-EGFP: also measured in Dynein transport; calls as there; z-score; measured here: nuclear GR-EGFP intensity;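 lower value marks the stronger effect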
Dynein transport cell count: recorded beside Dynein transport, whose call it bears; z-score; measured here: cell count per field
Ins promoter up cell count: also measured in Ins promoter up; calls as there; cell count; measured here: cytotoxicity, nuclei count;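 total cells summed across four imaged fields per well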
Hep lipid drop cells 6.5 µM: further read-out of Hep lipid drop, marked with its call; cell count; measured here: cell count, cytotoxicity flag;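 cells counted across two imaged fields per well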
b-catenin transl cell count 5 µM: recorded beside b-catenin transl, whose call it bears; cell count; measured here: cell count, cytotoxicity flag
T cell modulator vesicle-bound %: recorded beside T cell modulator, whose call it bears; double positive events, %; measured here: CD8+ vesicle-bound cell fraction;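 binding gate set so that unloaded-vesicle control wells show 10% double positive cells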
MT stabilize HCS Hoechst-high %: also measured in MT stabilize HCS; calls as there; % Hoechst-high responders; measured here: nuclear condensation Hoechst responders;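 share of cells brighter than vehicle mean plus two SD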
MT stabilize HCS cytotoxicity %: also measured in MT stabilize HCS; calls as there; toxicity, %; measured here: cytotoxicity by cell density;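 0% = mean cell density of plate MIN control wells and 100% = no cells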
Myeloid diff 2 GFP+ MAC1+ %: also measured in Myeloid diff 2; calls as there; GFP+ MAC1+ double positive, %; measured here: differentiation confirmed by MAC1 staining
Starred values were filed as active, the others as inactive; i = inactive; ? = inconclusive; . = not tested or not shown.

Every second line gives: MT stabilize HCS cytotoxicity %	PMI inhibitors	Myeloid diff 2 GFP+ MAC1+ %	b-catenin transl cell count 5 µM	MT stabilize HCS	Myeloid diff 2	Hep lipid drop	T cell modulator	b-catenin transl	Dynein transport cell count	Dynein transport cytoplasmic EGFP	Ins promoter up cell count	MT stabilize HCS Hoechst-high %	Dynein transport nuclear GR-EGFP	T cell modulator vesicle-bound %	TNAP activation fold	Hep lipid drop cells 6.5 µM	Dynein transport	Ins promoter up
O=C(NCCCO)c1ccc2nc(-c3ccco3)c(-c3ccco3)nc2c1
    9.0	-36%	1.2	970	3.0	i	-10	.	1.6	0.53	-0.33	1222	1.6	0.47	.	1	644	0.34	-0.77
Cc1ccc(C)c(OCCOCCN2CC(C)OC(C)C2)c1C (stereo not drawn)
    9.7	-3%	.	.	1.2	?	18	i	.	0.5	-0.25	848	1.8	-0.21	44	1.1	796	-0.17	0.37
COc1ccc(C(=O)N2CCOCC2)cc1Br
    36	7%	0.0	1079	2.9	i	-4	i	0.1	0.15	0.11	1212	0.1	-0.33	17	1.1	770	-1.1	-1
CO/N=C/C(C#N)=C/c1ccc(OC)cc1
    2.0	-6%	0.0	1091	1.5	i	3	i	0.1	0.2	-0.26	1322	1.2	-0.29	45	1.2	679	-0.56	-0.2
O=C(Cn1c(S(=O)(=O)Cc2ccccc2)nc2ccccc21)N1CCCCC1
    4.7	-5%	2.9	.	5.2	i	.	i	.	0.71	-0.29	729	4.0	-0.32	32	1.2	.	-0.55	1.1
Cc1ccccc1C(=O)c1c[nH]c(C(=O)N=CN(C)C)c1
    15	-8%	0.4	1461	3.5	i	3	i	0.1	-0.71	-0.27	1467	1.7	0.49	36	1.1	732	0.71	-0.05
O=C(NCC1COc2ccccc2O1)C1CCN(S(=O)(=O)c2cccc3nsnc23)CC1 (stereo not drawn)
    8.6	8%	0.5	.	5.7	i	.	i	.	0.27	-0.32	.	3.8	-0.041	40	1	.	-0.27	.
CN1CCc2c(sc(/N=C/c3cc(Cl)ccc3O)c2C#N)C1
    .	.	0.4	1341	.	i	8	i	-0.1	-0.83	-0.19	1133	.	0.11	31	.	691	0.19	0.33
COCCNC(=O)CCCn1c(=O)c2cc(OC)c(OC)cc2n(CC(=O)c2ccc(Cl)cc2)c1=O
    0.8	-13%	.	593	2.8	.	3	i	1.5	-0.027	-0.3	.	1.2	0.061	58	1.1	752	-0.13	.
Nc1ccc(Sc2nnnn2-c2ccccc2)c(Cl)c1
    4.6	9%	4.3	1075	3.4	i	21	i	-2.2	-0.77	-0.21	1085	3.0	0.28	12	1.1	744	0.57	0.16
CC(C)C(=O)Nc1nnc(Cc2c[nH]c3ccccc23)s1
    .	.	0.3	1349	.	i	8	i	-0.4	-0.33	-0.24	1045	.	0.34	19	.	735	-0.24	0.2
CCCC(=O)OCC(=O)Nc1ccc2c(c1)OCO2
    4.7	3%	0.4	1043	5.7	i	31	i	1.8	0.36	-0.35	1209	3.3	-0.089	52	1	691	-0.76	0.02
Cc1cc(C(=O)NCC(=O)OC(C(=O)Nc2cc(C(F)(F)F)ccc2Cl)c2ccccc2)ccc1[N+](=O)[O-] (stereo not drawn)
    7.0	13%	0.7	.	1.5	i	13	i	.	-1.7	0.26	853	2.2	0.65	44	1.1	742	1.2	-0.17
CCN(CC)c1ccc(/C=N/Nc2nc3ccccc3[nH]2)cc1
    18	53%*	0.4	334	4.7	i	-89	.	-0.1	0.85	0.18	1357	2.1	0.61	.	1.1	546	0.78	0.16
COc1cc(Cl)cc(C#N)c1OCC(=O)O
    4.0	3%	0.1	1002	4.6	i	0	i	-0.3	-0.099	-0.24	1301	2.7	-0.3	32	1	799	-0.4	0.33
CCOC(=O)Cc1csc(NC(=O)c2ccc(Br)s2)n1
    6.2	11%	.	1154	3.0	.	-2	i	0.8	0.76	-0.26	1197	2.0	0.067	7	1.1	715	0.41	1
Cc1c(NC(=O)CSc2nnc(-c3ccncc3)o2)c(=O)n(-c2ccccc2)n1C
    5.2	-7%	0.2	1134	2.9	i	15	i	-2.1	0.2	-0.32	1012	3.1	-0.052	32	1.1	693	-0.36	0.98
CS(=O)(=O)Nc1ccccc1C(=O)c1ccccc1
    2.2	4%	0.4	1067	3.3	i	6	i	-0.4	0.12	-0.22	1350	1.7	-0.15	8	1.1	772	-0.35	0.12
Nn1c(SCC(=O)NCc2ccccc2)nnc1C1CC1
    8.7	4%	7.2	828	1.5	i	.	i	0.3	0.61	2.2	1451	1.0	-0.047	33	1.1	.	-0.85	-0.07
CC(C)/C(=N\NC(=O)Nc1ccccc1)c1ccccc1
    6.6	-3%	0.7	.	2.4	i	.	i	.	-0.61	-0.29	.	1.8	0.61	30	1.1	.	1	.
COc1cc(O)c2c(c1)OC(c1ccc(O)cc1)CC2=O (stereo not drawn)
    5.2	-1%	2.5	1126	2.7	i	-22	i	-3.4	1	-0.23	1299	1.2	-0.44	27	1.1	726	-0.97	-0.5
COc1cc(NC(=S)NC2CC(C)(C)NC(C)(C)C2)cc(OC)c1
    8.2	.	0.8	1611	2.2	i	0	i	0.5	1.1	-0.28	.	1.3	-0.26	13	1.1	542	-0.34	.
O=c1/c(=C/c2ccc(O)cc2)sc2n1CCCN=2
    8.5	-11%	1.9	1478	2.5	i	.	i	1.4	-0.2	-0.29	1553	1.7	0.35	28	1	.	0.4	-0.22
COc1cc(S(=O)(=O)NC2CCCC2)c(OC)cc1Cl
    5.2	1%	7.3	.	1.8	i	2	i	.	-0.17	-0.15	.	1.7	-0.27	16	1.1	793	-0.54	.
COc1ccc(CNC(=O)C(c2cccs2)N(C(=O)c2csnn2)C2CC2)cc1 (stereo not drawn)
    6.5	93%*	0.5	1180	1.6	i	.	i	-1.5	-0.87	-0.17	1094	2.2	0.37	47	0.9	.	0.08	0.92
Cc1ccc(CN(Cc2ccc(C)o2)C(=S)NCC(=O)O)cc1
    11	20%	0.4	1060	4.6	i	-5	i	-3.4	0.15	-0.19	1477	2.1	-0.46	33	1.1	633	-0.43	0.83
C=CCN1C(C(=O)c2ccccc2)=C(OC(=O)COc2ccccc2)c2ccccc2S1(=O)=O
    3.5	-12%	1.2	952	2.7	i	-3	i	0.6	-0.39	-0.12	.	2.2	0.89	58	1.1	678	0.11	.
CC1SCC(=NOCc2ccccc2)CS1 (stereo not drawn)
    .	.	0.7	1206	.	i	0	i	2.5	0.74	-0.19	1097	.	-0.52	26	.	726	-1.3	-0.99
CCN1CCN(c2ccc(NC(=O)c3cccc(OCc4ccccc4)c3)cc2)CC1
    7.6	0%	2.9	903	2.2	i	-50	i	-10	1.3	-0.41	.	1.4	-0.28	40	1	770	-0.36	.
c1ccc(Cn2c(SCCN3CCOCC3)nnc2-c2cccnc2)cc1
    8.5	10%	0.5	1204	2.1	i	.	i	-1.2	0.18	-0.2	987	1.9	-0.025	24	1.1	.	-0.096	1
Cc1cc(C)cc(NC(=O)C(OC(=O)C2=COCCO2)c2ccccc2)c1 (stereo not drawn)
    6.7	9%	0.4	1083	1.7	i	-25	i	-0.9	-0.19	-0.25	1411	2.6	0.11	38	1.6	613	0.44	1.1
COc1ccc(OC)c(NC(=O)CCC(=O)N(Cc2ccc(OC)c(OC)c2)c2nccs2)c1
    5.9	19%	0.5	1465	3.4	i	1	i	0.2	-0.35	0.018	1443	2.6	0.84	47	1	690	0.37	0.05
c1ccc(N2CCN(c3c4c(nc5ncnn35)CCC4)CC2)cc1
    7.7	69%*	1.9	1210	1.5	i	2	.	2.1	-0.25	-0.22	1256	2.4	0.083	.	1.1	826	-0.087	0.04
CCN(CC)CCCNC(=O)Cn1ncn2cccc2c1=O
    6.9	-1%	0.3	1188	1.8	i	4	i	0.1	0.54	0.034	926	1.5	-0.4	37	1	757	-0.92	-0.45
COc1ccc(CCNc2nncc(=O)[nH]2)cc1OC
    9.2	0%	2.1	1238	1.7	i	3	i	-1.9	-0.67	-0.2	1010	1.2	0.96	18	1.1	858	1.4	1.2
